KCC2 mod: KCC2 (human) Cl- transport modulation | Q9H2X9 | KCC2 cells, thallium flux FluoZin-2 fluorescence | B-score of Tl+ flux slope (higher = more flux/activation; lower = inhibition) at 10 µM | 190,000 compounds, 2.2% hits;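 active means thallium flux slope and its plate-corrected score both differing from the plate sample mean at a set confidence after two filtering rounds, in either direction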;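 further: slope of fluorescence scaled to starting intensity during 10 to 20 s after thallium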
thrombin 1536: thrombin (human) inhibition; P00734; alpha-thrombin, Boc-VPR-AMC fluorogenic substrate cleavage; inhibition, % at 5 µM; 220,000 compounds, 0.26% hits; AID 1046;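 active means inhibition at or above 40%; inactive means inhibition below 40%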;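 further: 0% = enzyme with no compound and 100% = wells without enzyme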
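Test system: human alpha-thrombin protein / Dosing: one concentration per compound, 5 µM, with 0.2% DMSO / Medium: pH 7.5 Tris-saline with Tween 20 / Benchmarks: no-compound enzyme wells and no-enzyme blanks / Read-out basis: percent inhibition of thrombin substrate cleavage / Timing: reaction at room temperature / Measured by: fluorescence, ex 355 nm, em 460 nm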
FXIIa inh: inhibitors of human coagulation factor XIIa | purified FXIIa, Boc-QGR-AMC fluorogenic substrate, 2 h | inhibition, % at 5 µM | 220,000 compounds, 0.3% hits; in the data active means inhibition above about 40%;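 further: 0% = enzyme with no compound and 100% = blank without enzyme; many of its hits are not listed in these tables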
PERK inhibitor: human PERK inhibition, primary cell-based screen; Q9NZJ5; CHO PERK-DD fusion, SEAP luminescence translation reporter; inhibition, % at 5.6 µM; 220,000 compounds, 0.17% hits; AID 1416;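 active means inhibition above the mean inhibition of all tested compounds plus 3 SD, set separately per screening campaign, cut at about 2.9% in these data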;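 further: PERK kinase domain activated by AP20187 dimerizer at 100 nM; 0% = DMSO with dimerizer and 100% = rapamycin at 8.4 µM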
Wee1 stabilizer: human Wee1 degradation inhibition, primary screen | reporter increase, % at 5 µM | P30291 | HeLa Luc-Wee1K328M stability, luciferase luminescence; 100% = proteasome inhibitor MG132 effect | 220,000 compounds, 1.2% hits;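 active means activation above the mean of all tested compounds plus 3 SD, set per screening run, cut at about 8.8% in these data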;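 further: cells exposed to compound for 20 h before luminescence read; 0% = DMSO alone and 100% = MG132 at 30 µM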
Target sequence (P30291 whole entry K328M): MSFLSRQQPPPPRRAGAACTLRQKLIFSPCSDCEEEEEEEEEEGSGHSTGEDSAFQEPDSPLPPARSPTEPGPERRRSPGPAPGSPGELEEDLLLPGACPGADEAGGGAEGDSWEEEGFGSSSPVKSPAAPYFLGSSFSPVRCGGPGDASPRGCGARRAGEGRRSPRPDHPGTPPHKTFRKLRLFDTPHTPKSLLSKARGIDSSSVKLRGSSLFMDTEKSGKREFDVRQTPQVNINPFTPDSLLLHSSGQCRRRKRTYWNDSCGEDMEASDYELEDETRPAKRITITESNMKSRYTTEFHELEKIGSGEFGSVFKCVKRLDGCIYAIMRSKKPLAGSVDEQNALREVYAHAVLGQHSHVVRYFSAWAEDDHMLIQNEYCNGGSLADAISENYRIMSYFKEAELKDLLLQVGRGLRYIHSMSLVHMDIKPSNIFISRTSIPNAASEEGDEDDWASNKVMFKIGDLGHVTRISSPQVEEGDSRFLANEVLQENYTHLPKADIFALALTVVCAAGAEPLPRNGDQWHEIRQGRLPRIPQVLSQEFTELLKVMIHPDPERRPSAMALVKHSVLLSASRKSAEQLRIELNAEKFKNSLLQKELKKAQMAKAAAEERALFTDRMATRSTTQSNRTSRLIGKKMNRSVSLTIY
FXIa inh 1536: inhibitors of human coagulation factor XIa. P03951. purified FXIa, Boc-Glu-Ala-Arg-AMC fluorogenic substrate. inhibition, % at 5 µM. 220,000 compounds, 0.14% hits. AID 798;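 active means inhibition of at least 40%; inactive means inhibition below 40%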;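 further: fluorescence of freed AMC excited at 355 nm; 0% = enzyme without compound and 100% = no enzyme blank; many of its hits are not listed in these tables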
Furin inhibitor: blocks human furin protease activity. purified furin, fluorogenic substrate cleavage. P09958. 220,000 compounds, 0.061% hits. inhibition, % at 30 µM. AID 463115; in the data active means inhibition above about 25%; further: inactives centre near -15
p97 inhibitor: inhibitors of human p97 ATPase. P55072. recombinant p97 ATPase, Kinase-Glo ATP luminescence, 3 h. inhibition, % at 8 µM. 220,000 compounds, 0.42% hits. AID 1481; in the data active means inhibition above about 15%;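 further: 0% = DMSO vehicle and 100% = wells lacking enzyme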
hK5 inh: kallikrein 5 (human) inhibition. 210,000 compounds, 0.59% hits. recombinant hK5, fluorogenic AMC substrate cleavage. Q9Y337. inhibition, % at 5 µM;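 active means inhibition of 40% or more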;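 further: 0% = enzyme controls without compound and 100% = no-enzyme blanks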
Target sequence (Q9Y337 67-293 limits assumed): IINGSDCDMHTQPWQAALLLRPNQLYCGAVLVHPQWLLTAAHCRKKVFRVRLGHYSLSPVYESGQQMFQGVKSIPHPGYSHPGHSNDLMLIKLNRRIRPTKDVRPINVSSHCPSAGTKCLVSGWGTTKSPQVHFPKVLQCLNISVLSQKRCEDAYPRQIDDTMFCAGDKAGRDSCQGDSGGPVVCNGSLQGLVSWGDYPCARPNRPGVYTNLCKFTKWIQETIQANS
Starred values were filed as active, the others as inactive; x = not tested or not shown; [ ] = dose if it differs, or a comment.

KCC2 mod,thrombin 1536,FXIIa inh,molecule,PERK inhibitor,Wee1 stabilizer,FXIa inh 1536,Furin inhibitor,p97 inhibitor,hK5 inh
-0.3,-4,8,O=C(O)/C=C\C(=O)Nc1ccc(Oc2ccc(Br)cc2)cc1,0.4,1,0,-17,0,8
0.48,-6,3,CCOC(=O)c1ccccc1NC(=O)CN1C(=O)c2ccccc2S1(=O)=O,1.1,-2,-6,-8[20 µM],4,-5
x,1,17,COc1ccccc1NC(=O)C1=C(C)Nc2nnnn2C1c1cc(Br)ccc1OC (stereo not drawn),-0.4,-2,1,-15,-3,-10
0.49,-5,1,COC(=O)c1cc(NC(=O)c2ccc(C)cc2)c(=O)oc1C,-0.5,-1,-4,-19,1,10
x,4,-1,CCCCN(c1ccccc1)c1ncnc(N)c1[N+](=O)[O-],0.7,-3,10,-12[20 µM],1,4
-0.25,1,8,COc1cc(C2C3C(=O)N(c4ccccc4)C(=O)C3ON2c2ccccc2)ccc1O (stereo not drawn),-1.2,-2,0,4,-3,-20
0.094,-12,8,CCOC(=O)c1c(C)[nH]c(C(=O)COC(=O)[C@H](C)NC(=O)c2ccccc2Cl)c1C,0.6,1,4,-15,4,-4
-1.2,-2,7,O=C(CCCc1c[nH]c2ccccc12)N1CCN(c2ccc(N3CCOCC3)nn2)CC1,-0.6,-3,2,-15,-6,-16
x,-5,10,Nc1nc(-c2ccc(Cl)cc2)nnc1-c1ccc(Br)cc1,0.3,-3,0,-29,4,6
-4.2*,-3,16,Cc1noc(C)c1S(=O)(=O)Nc1ccc(C(=O)NC2CCCCCC2)cc1,0.1,-1,4,-3,9,-8
1.5,-8,0,CCCCN=CC1=C(O)CC(c2ccccc2)CC1=O (stereo not drawn),-0.6,0,-3,-5,-7,-3
-2.3,2,11,O=C1c2ccccc2C(=O)N1CCCCSc1nnnn1-c1ccccc1,1.2,0,1,-22,1,-17
1.8,9,18,C=CCc1cc(OC)ccc1OCCN(C)Cc1ccccc1,-2.0,0,4,-11,-7,15
0.23,-3,6,COc1ccc(OCC(=O)N/N=C/c2ccsc2)cc1,0.2,-1,7,-32,2,13
0.42,-8,15,CCC1CCC(C(=O)NC(C(=O)NCCCN2CCCCC2C)C(C)C)CC1 (stereo not drawn),1.0,-1,2,-12,8,-6
-1.3,0,11,Cc1cc(C)n(-c2cc(N3CCN(S(=O)(=O)c4ccc(Br)cc4)CC3)ccc2[N+](=O)[O-])n1,-0.8,0,12,-19,8,-4
1,-1,1,O=C(Nc1ccccc1Cl)c1ccccc1,0.3,3,-6,-15,2,-30
-0.58,-14,-2,CCc1cccc(NC(=O)c2ccc(Cn3nc(C)cc3C)o2)c1,-1.0,3,-6,-4,-10,-7
0.11,-1,2,O=C(NCc1ccc2c(c1)CCO2)Nc1ccccc1,0.8,0,-7,-11,7,-5
-0.11,0,9,Cc1cc(C)n(CC(O)COc2ccccc2[N+](=O)[O-])n1 (stereo not drawn),1.7,-1,7,-17,4,-5
-0.81,-2,4,CCc1cc(=O)oc2cc(OCC=C(C)C)ccc12,-0.4,0,9,-20,1,-5
x,5,14,O=C(CN1CCN(c2ccccc2)CC1)Nc1nnc(-c2ccccc2)s1,0.4,0,3,-16,0,-6
-0.22,-9,-2,CCn1cnc2sc(C(=O)O)c(C)c2c1=O,1.3,-2,-1,-21[20 µM],0,5
0.95,-3,10,CCN1CCC2(CC1)N=C(c1ccc(F)cc1)C(=S)N2C(=O)c1ccc(C(C)(C)C)cc1,0.3,-2,9,-14,5,-3
-0.15,1,13,CC1=CC(C)(C(Cl)Cl)C(C)=CC1=O (stereo not drawn),-0.3,0,4,-21[20 µM],2,-5
0.66,-2,4,COCCn1c(C)cc(/C=C2/NC(=O)N(c3ccc(Cl)cc3)C2=O)c1C,-0.8,4,-1,-15,1,-12
x,x,x,CCCc1ccc2c(N)c(C#N)sc2n1,0.1,1,x,-26,0,x
0.43,-10,6,Cc1ccc(C)c(SCC(=O)OCC(=O)Nc2ncc(C(F)(F)F)cc2Cl)c1,1.5,-2,1,-24,1,-7
0.84,x,x,Cc1c(Cl)cccc1NC(=S)NCc1ccc(Cl)cc1,0.4,-2,x,-17[20 µM],4,x
-0.2,7,-15,COc1cccc(C(=O)Nc2nc3ccccc3[nH]2)c1,-1.9,-1,-2,-8[20 µM],-11,4

At a glance, some entries already given.
KCC2 mod,thrombin 1536,FXIIa inh,molecule,PERK inhibitor,Wee1 stabilizer,FXIa inh 1536,Furin inhibitor,p97 inhibitor,hK5 inh
0.11,-1,2,O=C(NCc1ccc2c(c1)CCO2)Nc1ccccc1,0.8,0,-7,-11,7,-5
-0.11,0,9,Cc1cc(C)n(CC(O)COc2ccccc2[N+](=O)[O-])n1 (stereo not drawn),1.7,-1,7,-17,4,-5
-0.81,-2,4,CCc1cc(=O)oc2cc(OCC=C(C)C)ccc12,-0.4,0,9,-20,1,-5
x,5,14,O=C(CN1CCN(c2ccccc2)CC1)Nc1nnc(-c2ccccc2)s1,0.4,0,3,-16,0,-6
-0.22,-9,-2,CCn1cnc2sc(C(=O)O)c(C)c2c1=O,1.3,-2,-1,-21[20 µM],0,5
0.95,-3,10,CCN1CCC2(CC1)N=C(c1ccc(F)cc1)C(=S)N2C(=O)c1ccc(C(C)(C)C)cc1,0.3,-2,9,-14,5,-3
-0.15,1,13,CC1=CC(C)(C(Cl)Cl)C(C)=CC1=O (stereo not drawn),-0.3,0,4,-21[20 µM],2,-5
0.66,-2,4,COCCn1c(C)cc(/C=C2/NC(=O)N(c3ccc(Cl)cc3)C2=O)c1C,-0.8,4,-1,-15,1,-12
x,x,x,CCCc1ccc2c(N)c(C#N)sc2n1,0.1,1,x,-26,0,x
0.43,-10,6,Cc1ccc(C)c(SCC(=O)OCC(=O)Nc2ncc(C(F)(F)F)cc2Cl)c1,1.5,-2,1,-24,1,-7
0.84,x,x,Cc1c(Cl)cccc1NC(=S)NCc1ccc(Cl)cc1,0.4,-2,x,-17[20 µM],4,x
-0.2,7,-15,COc1cccc(C(=O)Nc2nc3ccccc3[nH]2)c1,-1.9,-1,-2,-8[20 µM],-11,4

(list continues)
KCC2 mod,thrombin 1536,FXIIa inh,molecule,PERK inhibitor,Wee1 stabilizer,FXIa inh 1536,Furin inhibitor,p97 inhibitor,hK5 inh
0.096,x,x,Cn1c(N2CCC(C(N)=O)CC2)nc2c1c(=O)n(Cc1ccc(Br)cc1)c(=O)n2C,-1.1,1,x,-15[20 µM],-3,x
0.6,-6,3,O=C(CSc1nnc(C2CC2)n1Cc1ccccc1)Nc1cccnc1Cl,0.6,1,-2,-11,1,-4
1,2,1,Cc1ccc2nc(N(CCCN(C)C)C(=O)CN3C(=O)c4ccccc4C3=O)sc2c1,-0.3,-1,-7,-24,-2,-14
0.96,4,11,CC(C)Cn1c(CN2C(=O)c3ccccc3C2=O)nc2ccccc2c1=O,0.3,1,1,-18,4,4
-0.33,-2,9,COc1cccc(-c2cc(C(=O)Nc3cc(C)n(Cc4ccc(Cl)cc4)n3)no2)c1,0.4,-2,7,-12,2,2
0.037,0,4,COc1cccc(C2CC(c3c(F)cccc3Cl)n3nc(N)nc3N2)c1 (stereo not drawn),1.0,-1,-3,-22[20 µM],3,-2
1.5,1,4,COC(=O)[C@H](CCSC)NC(=O)Nc1ccc(S(N)(=O)=O)cc1,2.1,-2,-6,-14,6,-7
-1.2,-4,9,O=C(CCCSc1nc2ccccc2[nH]1)NCc1ccc(Cl)cc1,-0.1,3,5,-26,4,-20
-0.19,0,13,CCCCc1nc(N)c(C#N)c(-c2ccco2)c1CCC,-0.7,-1,3,-7[20 µM],-6,-7
x,6,14,CCOC(=O)c1[nH]c2ccc(Br)cc2c1NC(=O)CCN1CCC(C)CC1,-2.4,3,-9,-20[20 µM],17*,2
x,-2,9,Cc1ccc(-c2cc(C(=O)Nc3cccnc3)c3ccccc3n2)o1,-0.2,1,-3,-30,3,-3
0.12,-8,16,CC(C)(C)c1cc(-n2ccnc2)n2ncc(-c3ccc(Cl)cc3)c2n1,1.4,-2,4,-10,-2,-10
-0.048,2,11,CO/N=C/C(C(C)=O)C(=O)Nc1ccc(Cl)cc1Cl (stereo not drawn),-0.7,-3,4,13,-1,-3
0.51,-3,-14,CCSc1nc(O)cc(=O)n1-c1ccc(OC)cc1,0.2,-3,-15,-11,4,2
x,-10,15,CCOc1cc(C2C(C#N)=C(N)Oc3n[nH]c(-c4ccccc4)c32)ccc1O (stereo not drawn),0.9,-1,3,-16,6,-19
-0.98,-4,6,CCC(C)[C@H](NC(=O)N1CCN(c2cccc(C(F)(F)F)c2)CC1)C(=O)OC (stereo partly drawn),-0.6,12*,-11,-13[20 µM],-9,-26
2,0,12,NS(=O)(=O)c1ccc(CCNC(=O)NC23CC4CC(CC(C4)C2)C3)cc1,1.7,0,2,-12,0,3
-0.28,-3,3,CC(C)n1c(SCc2ccc(Cl)cc2)nc2c1c(=O)[nH]c(=O)n2C,0.1,-1,4,-22,3,-3
0.69,-2,3,S=c1[nH]nc(-c2cccnc2)o1,2.5,1,0,-26,4,-22
x,-3,4,COc1ccc(OCC(=O)Nc2nccs2)cc1,2.1,5,-1,-29,-1,2
-0.077,2,6,Cc1onc(-c2ccccc2)c1C(=O)Oc1cccnc1,0.9,-1,-2,-17[20 µM],0,-14
0.98,-4,-10,COc1cccc(OC(C)c2ccnc3nc(/N=C/N(C)C)nn23)c1 (stereo not drawn),0.2,7,0,-24[20 µM],4,7
x,-5,4,Cn1c(SCC(=O)Nc2ccc(Br)cc2F)nnc1-c1ccco1,0.1,3,10,-30,3,-12
-0.93,-1,4,CCN(CC(=O)NCc1ccc(F)cc1)C(=O)COc1ccc2ccccc2c1,-0.5,0,2,5,-6,2
1.1,-1,4,COC(=O)c1cc(Cl)c(NC(=O)C(C)C)cc1OC,0.3,-1,-7,-16,2,-10
0.94,-6,10,COc1ccc(CNC(=O)c2nnn(Cc3ccc(OC)cc3)c2N)cc1,-1.0,-1,0,-28,-5,-4
